Pf Dd2 inh: qHTS Primary assay for Inhibitors of Plasmodium falciparum Dd2 growth in vitro; Potency, µM (highest dose often 28.9 µM), without a hit: at the highest dose activity, negative = inhibition, actives largely listed as inhibitors; 120,000 tested, 4.3% active; P. falciparum Dd2 growth, SYBR Green, 72 h; active = well fitted inhibition curve with a large enough effect; inconclusive = small, poorly fitted or top-dose-only effect; inactive = no such curve, though single readings can be large or run the other way;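 also: plate controls were DMSO vehicle for no effect and reference drug for full effect; nearly all actives have a fitted effect of over 65% in size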
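Readout: SYBR Green fluorescence, 485 nm excitation, 535 nm emission, after ~16 h lysis at 37C. Before that, Dd2-infected red cells (2.5% hematocrit) grew 72 h with compound, 29 uM top final concentration.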
Numbers without * were called inactive; i = inactive; ? = inconclusive; [ ] = another dose, or the depositor's remark. Potency is read from the fitted curve at half-maximal effect. Only part of the results is shown; the hit share may differ from the screen's.

SMILES	Pf Dd2 inh
Cc1cc(C)cc(C(=O)N2c3ccccc3CC2c2nc(C3CC3)no2)c1 (stereo not given)	18.9%[5.79 µM]
O=C(NCCCN1CCCCCC1)c1ccc2c(c1)sc1nc(-c3ccccc3)cn12	10µM*
COc1ccc(NC(=O)c2cc3c(s2)CN(C2CCCC2)C3)c(OC)c1	-17.3%
CNC(=O)[C@@H]1CN(C(=O)c2c[nH]c3ccccc23)C[C@H]1C1CCN(C)CC1	7.0%
Fc1ccc(CN2CCOC[C@H]2c2ncc(-c3ccc(Cl)s3)[nH]2)cc1	11.2µM*
O=C1NC2(CCCN(CC3CC3)C2)Oc2ccccc21 (stereo not given)	i
COc1cccc(NC(=O)C(Cc2ccccc2)N2Cc3ccccc3C2=O)c1 (stereo not given)	i
COc1ccc(NC(=O)Cn2nnc(C(=O)Nc3ccc(C)c(F)c3)c2N)cc1Cl	i
O=c1ccc(N2CCC(NS(=O)(=O)c3ccccc3Cl)CC2)nn1CC1CC1	-0.7%
O=C(c1ccc(F)c(F)c1)N1CCC(c2n[nH]c(=O)n2-c2ccccc2)CC1	i
COc1ccc(CNC(=O)c2cc3c(s2)CCN(C(=O)c2ccc(C)cc2)C3)cc1	?
Cc1ccc(CNC(=O)c2c(-c3ccc(F)cc3F)noc2C)o1	-0.1%
COc1ccc(CNC(=O)Cn2ncn3nc(-c4cccs4)cc3c2=O)cc1	26.4%
Cc1cccc(C(=O)NCC2Cn3cccc3C(=O)N2C)c1 (stereo not given)	-6.4%
O=C(O)C[C@@H]1CCN(C(=O)C2CCCCC2)C[C@@H]1CCN1CCOCC1	?
Cc1cc(Cl)ccc1NC(=O)CN(c1ccccc1Br)S(C)(=O)=O	i
CCOc1ccccc1C(=O)N1CC(c2nnc(-c3ccncc3)o2)C2(CCOCC2)C1 (stereo not given)	-9.8%
Cc1nc2scc(CC(=O)N3CCCC3)n2c(=O)c1-c1cc(C)n(-c2ccc(F)cc2)n1	?
CC(C)=CCN1CC2(CCN(C(=O)c3cc(=O)[nH]c(=O)[nH]3)CC2)CC1=O	i
O=C(C1COc2cc(S(=O)(=O)Nc3ccc(Cl)cc3)ccc2O1)N1CCCC1 (stereo not given)	-22.5%

An excerpt of these results, with bars between the fields.
compound | Pf Dd2 inh
COc1cccc(NC(=O)C(Cc2ccccc2)N2Cc3ccccc3C2=O)c1 (stereo not given) | i
COc1ccc(NC(=O)Cn2nnc(C(=O)Nc3ccc(C)c(F)c3)c2N)cc1Cl | i
O=c1ccc(N2CCC(NS(=O)(=O)c3ccccc3Cl)CC2)nn1CC1CC1 | -0.7%
O=C(c1ccc(F)c(F)c1)N1CCC(c2n[nH]c(=O)n2-c2ccccc2)CC1 | i

More records follow:
SMILES	Pf Dd2 inh
O=C(NC1CCCC1)N1CCCC(Cn2c(C3CC3)nc3cccnc32)C1 (stereo not given)	i
C[S+](=O)([O-])N1CC2(Cc3ccccc3N(C(=O)Cc3ccc(F)cc3)C2)C1	7.4%
Clc1ccc(Cn2ccnc2-c2cc3n(n2)CCCNC3)cc1Cl	?
CCOc1ccc(C2=CC(c3cc(Br)ccc3F)n3ncnc3N2)cc1Cl (stereo not given)	11.2µM*
CC(C)CCN1CCn2c(nn(-c3ccc([N+](=O)[O-])cc3)c2=O)C1	?
COc1cccc(-c2nc3c(C#N)c[nH]n3c2NC2CCCC2)c1OC	-25.4%
Cc1nn(-c2cccc(Br)c2)c(C)c1[C@@H]1C=C[C@@H](NS(=O)(=O)c2ccccc2)C1	?
Cc1ccc(NC(=O)N2CCc3cc(S(=O)(=O)N4CCC(C)CC4)ccc32)cc1C	i
Cc1cccc(CN2CCN(CC(=O)NCc3ccc(Cl)cc3)C2=O)c1	2.7%
Cc1cccc(CC(=O)N2CCC(Nc3cccn4ncnc34)CC2)c1	11.2µM*
COc1ccc(Cl)cc1C(=O)NC1CCN(c2cc(-c3cccs3)[nH]n2)CC1	-0.1%
COc1ccc(C2c3c(-c4ccccc4O)n[nH]c3C(=O)N2CCc2ccccc2)cc1 (stereo not given)	?
Cc1c(C(=O)N2CCC(C(=O)Nc3ccc(F)cc3)CC2)sc2nc[nH]c(=O)c12	8.5%
Cc1ccc2c(=O)cc(C(=O)Nc3nnc(CC(C)C)s3)oc2c1C	i
CN1Cc2ccc(NCc3ccccc3)nc2C(C)(C(=O)NCc2ccc3c(c2)OCO3)C1 (stereo not given)	?
CCOc1ccc(NC(=O)C(CC)n2c(=O)c(-c3ccccc3NC(C)=O)nc3ccccc32)cc1 (stereo not given)	-8.3%
CCC1CN(C(=O)Nc2ccc(C(=O)O)cc2)c2cc(Cl)ccc2O1 (stereo not given)	8.3%
Cc1ccc(C(=O)N2CCN(c3cc(C(F)(F)F)ncn3)CC2)c(C)c1	i
O=C1CC(c2ccccc2)N(Cc2ccncc2)CCCN(C(=O)C2CCOCC2)CCN1 (stereo not given)	?
CCOC(=O)C1CCN(C(=O)Cn2nc(C)n3c(cc4cc(C)ccc43)c2=O)CC1	4.2%
CCOC(=O)c1sc2ncn(CC(=O)Nc3ccc(N(C)C)cc3)c(=O)c2c1C	16.2%
CCn1nccc1C(=O)N1CCC(N2C(=O)[C@H](OC)[C@@H]2c2ccncc2)CC1	7.6%
O=C(NC1CCCC1)c1ccc(N2CC3CC(C2)[C@H]2CCCC(=O)N2C3)nc1 (stereo not given in full)	-16.8%
O=C(O)C[C@@H]1CCN(C(=O)c2cccs2)C[C@@H]1CCN1CCN(c2ccc(F)cc2)CC1	-5.2%
CC(C)CNc1ncnc2c1nnn2C	1.7%
Cc1ccc(OC(C)C(=O)Nc2nonc2-c2ccc(Br)cc2)cc1C (stereo not given)	i
CCOC(=O)c1sc(NC(=O)C(C)Sc2nc(-c3ccccc3)cc(C(F)(F)F)n2)c(C(=O)OC)c1C (stereo not given)	0.708µM*
Cc1ccc(CN2CCc3nc(C(=O)Nc4ccccc4)oc3CC2)cc1	?
COc1ccc(-c2cc(C(C)=O)c(C)n2CCC(=O)NC2CCCCC2)cc1	18.4%
CCOc1ccc(-c2nnc(SCC(=O)N(CC)c3cccc(C)c3)o2)cc1	?
O=C1N2CCCC2CN1C1CCN(Cc2cccc(F)c2)CC1 (stereo not given)	7.1%[44.1 µM]
O=C(c1ccccc1Br)N1CC(n2cc(COc3ccc(F)cc3)nn2)C1	11.2µM*
CN(C)c1ccc(-c2nnc([C@H]3CCN(c4nccc(C(F)(F)F)n4)C3)o2)cc1	i
CCCN(C(=O)c1nn(-c2ccc(OC)cc2)c(=O)c2c1c1ccccc1n2C)c1ccc(CC)cc1	-16.2%
COc1ccccc1Cn1c(CNS(=O)(=O)c2ccccc2Cl)nc2cccnc21	?
COc1ccc(C(=O)c2cnc3ccc(C)cc3c2S(=O)(=O)c2ccccc2)cc1	11.2µM*
O=C(c1cccc(-n2cnnc2)c1)N1CCCCCC1c1cccc(F)c1 (stereo not given)	-28.5%
CC(C)=CCC1(CO)CCCN(Cc2[nH]c3ccc(F)cc3c2C)C1 (stereo not given)	2.24µM*
Cc1ccc(CSc2nc3cccnc3n2Cc2nc(-c3ccccc3F)oc2C)cc1	-29.3%
COc1ccc(NC(=O)Cn2c(=O)c(-c3cc(C)ccc3NC(C)=O)nc3ccccc32)c(OC)c1	19.6%

Look-ups from the entries so far.
Pf Dd2 inh, `O=C(O)C[C@@H]1CCN(C(=O)c2cccs2)C[C@@H]1CCN1CCN(c2ccc(F)cc2)CC1` → -5.2%
Pf Dd2 inh, `COc1ccc(C(=O)c2cnc3ccc(C)cc3c2S(=O)(=O)c2ccccc2)cc1` → 11.2µM*
Pf Dd2 inh, `CC(C)=CCC1(CO)CCCN(Cc2[nH]c3ccc(F)cc3c2C)C1` (stereo not given) → 2.24µM*

Remaining list, next part:
SMILES	Pf Dd2 inh
CCC(=O)N1CCc2cc(CNC(=O)Nc3ccccc3Cl)ccc21	-4.5%
Cc1cccc(CN2CC(N(Cc3cccnc3)S(C)(=O)=O)C2)c1	?
CC1(C)[C@H](Cc2cc(CCO)on2)C[C@@H]1NC1CCCCC1	-10.5%[44.1 µM]
COC(=O)CNC(=O)C1CCc2nnc(C3CCN(C(=O)c4ccccc4)CC3)n21 (stereo not given)	15.3%
CC1(COCC2CC2)COc2ccc(C(=O)NCc3ccncc3)cc2N1 (stereo not given)	8.1%[44.1 µM]
Cc1ccc2c(c1)N(CC(=O)NCc1cccc(Cl)c1)C(=O)c1cccnc1O2	-10.5%
CCCn1c(=N)c(C(=O)NC2CCCC2)cc2c(=O)n3cccc(C)c3nc21	?
Cc1ccc2c(CN3CCN(C(=O)c4ccc(Br)cc4)CC3)cc(=O)oc2c1	?
CCOC(=O)c1ccc(NC(=O)c2c(NC(C)=O)sc3c2CCC(C)C3)cc1 (stereo not given)	?
COc1cccc(CNC(=O)c2nn(C)c3c2CSc2ccccc2-3)c1	22.8%
COc1ccc(CNC(=O)[C@@H]2Cc3nc[nH]c3CN2Cc2ccc(Cl)cc2)cc1	12.6µM*
CCOC(=O)c1cccc(NS(=O)(=O)c2c(C)nc3sc(C)cn3c2=O)c1	-9.0%
COc1ccc(-n2nc(C(=O)Nc3cccc(C)n3)c3c4ccccc4n(C)c3c2=O)cc1Cl	32.2%[activator]
O=C(c1ccsc1)N1CCN(c2cc(C(F)(F)F)ncn2)CC1	i
CNC(=O)[C@@H](C1CC1)N1CCC[C@H]1C(=O)NC(C)C	54.1%[activator][44.1 µM]
CCCCNC(=O)CSc1nc(-c2ccc(OC)cc2)cc(C(F)(F)F)n1	?
CCn1cc(-c2ccc(C)cc2)cc1C(=O)NCc1cccnc1	-8.6%
CN(Cc1ccccc1)C(=O)[C@H]1O[C@H](CCN2CCOCC2)CC[C@@H]1O	-11.5%[44.1 µM]
CCc1cccc2c(C(CC(=O)NCc3ccco3)c3ccc(C)cc3)c[nH]c12 (stereo not given)	i
CC(Oc1ccccc1)C(=O)Nc1ccc(C(=O)OCc2cc(=O)n3ccsc3n2)cc1 (stereo not given)	-15.5%
CCOc1ccc(NC(=O)c2cc(=O)c3ccc(C)c(C)c3o2)cc1	48.6%[activator]
O=C1C[C@@H]2CCN(C(=O)c3ccccc3)C[C@@H]2CCN1CCc1cnc[nH]1	6.3%[44.1 µM]
COc1ccc(CN2CCc3nc(C(=O)NCc4ccncc4)oc3CC2)cc1OC	i
CN1C(=O)C(CC(=O)NCCCN2CCc3ccccc3C2)=C2CCCCC21 (stereo not given)	-22.4%
CCNC(=O)N(C1CC1)C1CCOC2(CCN(C(=O)c3nn(C)c4ccccc34)CC2)C1 (stereo not given)	i
CCCN1CCCC12Cc1ccccc1CN(C(=O)c1c(C)noc1C)C2 (stereo not given)	?
Cc1onc(-c2cnn(C)c2NCCc2ccccc2)c1C(=O)N1CCCC1	-11.7%[44.1 µM]
CN1[C@@H](CCC(=O)NCc2ccc(F)cc2)CNC(=O)[C@@H]2[C@H]1CCN2Cc1nc2ccccc2n1C	?
COCCNC(=O)Cn1nc(C)c2sc(-c3ccccc3)nc2c1=O	i
Cc1ccc(N(Cc2cccs2)C(=O)COc2cccc(C)c2)cc1	7.4%
CC1(C)[C@H](Cc2cc(CN3CCCCC3)on2)C[C@@H]1NS(C)(=O)=O	i
COCCCNC(=O)C1(C)CN(C)Cc2ccc(NCc3ccccc3)nc21 (stereo not given)	?
CC1CCc2c(sc3nc(-c4cc5cc(Br)ccc5oc4=O)[nH]c(=O)c23)C1 (stereo not given)	41.2%[activator]
Cc1ccc(NC(=O)c2ccco2)c(OCc2cc(=O)n3cc(C)sc3n2)c1	10.9%
O=C1C(N2CCN(S(=O)(=O)c3ccc(Cl)s3)CC2)CCN1Cc1ccccn1 (stereo not given)	?
Cc1ccc(-c2nnc3c4ccccc4c(C)nn23)cc1NC(=O)c1ccccc1Cl	14.4%
CC(=O)N1CCc2nc3sc(C(=O)c4ccc(F)cc4)c(N)c3c(C(F)(F)F)c2C1	49.3%[activator][5.79 µM]
CCOC(=O)c1oc2ccc(S(=O)(=O)n3nc(-c4cc(OC)c(OC)c(OC)c4)cc3N)cc2c1C	?
O=C1CN(C(=O)COc2ccc(Cl)cc2Cl)C(c2ccc(F)cc2)c2cc(F)ccc2N1 (stereo not given)	-17.1%
O=[S+]1([O-])NCC2(CCCN(Cc3ccc(Cl)cc3)C2)Oc2ncccc21 (stereo not given)	-28.6%
Cc1ccc(N2CC(NC(=O)c3ccccc3Br)CC2=O)cc1 (stereo not given)	16.5%
COCCn1c(C)cnc1CC1CCCN(C(=O)C2(c3ccc(OC)cc3)CC2)C1 (stereo not given)	-7.8%
Cc1ccc(C(=O)N2CCCN(S(C)(=O)=O)C(c3ccccc3)CC(=O)NCC2)s1 (stereo not given)	-23.4%
O=C(NCCc1ccccc1)N(C1CCOCC1)C1CCN(Cc2ccsc2)CC1	-15.3%
Cn1ncc2c(C(=O)NCc3cccnc3)cc(-c3ccc(Cl)nc3)nc21	-23.3%
O=C(CC[C@H]1NC(=O)c2ccccc2NC1=O)NCCc1ccc(O)cc1	-10.8%
O=C(c1csc2c1CCCC2)N1CCCC(OCc2ccccn2)C1 (stereo not given)	-3.0%
Cc1ccc(NC(=O)CN2C(=O)CCSc3ccc(S(=O)(=O)N4CCCC4)cc32)cc1	i
O=C(NCc1ccccc1Cl)c1nnc(Cc2ccc(Cl)cc2)o1	25.3%
CN(CC1CCN(CCc2ccc(F)cc2)CC1)C1CCC1	?
CC1CCc2sc(C(=O)N(C)Cc3cc(-c4ccncc4)no3)cc2C1 (stereo not given)	-9.6%

Part of the list above, in markdown:
| SMILES | Pf Dd2 inh |
| --- | --- |
| Cc1ccc(N2CC(NC(=O)c3ccccc3Br)CC2=O)cc1 (stereo not given) | 16.5% |
| COCCn1c(C)cnc1CC1CCCN(C(=O)C2(c3ccc(OC)cc3)CC2)C1 (stereo not given) | -7.8% |
| Cc1ccc(C(=O)N2CCCN(S(C)(=O)=O)C(c3ccccc3)CC(=O)NCC2)s1 (stereo not given) | -23.4% |
| O=C(NCCc1ccccc1)N(C1CCOCC1)C1CCN(Cc2ccsc2)CC1 | -15.3% |

High-throughput results from PubChem.
